Source: PubChem BioAssay (The Scripps Research Institute Molecular Screening Center)
CHRM1 antagonist: antagonists of human M1 muscarinic receptor. P11229. CHO-K1 hM1, Fluo-8 calcium fluorescence, ACh EC80 antagonist. inhibition, % at 3 µM. 360,000 tested, 1.3% active. AID 588852;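 active means percent inhibition above its own plate's cutoff, namely the mean of that plate's compound wells plus 3 SD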;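 further: peak over basal fluorescence ratio during 140 s after agonist addition; 0% = ACh EC80 plus DMSO and 100% = DMSO alone without agonist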
Target sequence (P11229 whole entry, looked up): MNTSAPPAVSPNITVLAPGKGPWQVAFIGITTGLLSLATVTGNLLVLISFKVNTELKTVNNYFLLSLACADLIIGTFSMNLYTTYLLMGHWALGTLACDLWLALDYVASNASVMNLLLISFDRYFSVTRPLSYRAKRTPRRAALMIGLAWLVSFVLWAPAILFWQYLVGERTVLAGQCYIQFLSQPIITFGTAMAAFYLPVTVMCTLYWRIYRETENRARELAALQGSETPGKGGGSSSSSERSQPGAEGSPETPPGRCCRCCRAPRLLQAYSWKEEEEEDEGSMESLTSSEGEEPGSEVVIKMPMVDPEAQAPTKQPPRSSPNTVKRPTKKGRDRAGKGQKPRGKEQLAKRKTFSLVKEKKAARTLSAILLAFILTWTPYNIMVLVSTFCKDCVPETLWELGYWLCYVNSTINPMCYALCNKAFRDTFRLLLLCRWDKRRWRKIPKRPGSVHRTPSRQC
M1 PAM parental: nonselective activator or artifact in parental CHO-K1 calcium assay; ATP EC20, Fluo-8 calcium fluorescence; 0% at ATP EC20, 100% at ATP max; activation, % at 3 µM; 360,000 tested, 0.02% active; AID 602247;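 active means activation above the run cutoff, the mean activation of all test compounds plus 3 SD, cut at about 40% in these data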;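 further: peak over basal fluorescence ratio in a 140 s read after ATP addition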
M1 PAM: positive allosteric modulators of human M1 muscarinic receptor | 360,000 tested, 0.088% active | CHO-K1 hM1, Fluo-8 calcium fluorescence, ACh EC20; 0% = ACh EC20, 100% = maximal ACh | activation, % at 3 µM | P11229; in the data active means activation above about 19%, passing the limit was not always enough
CHRM1 agonist: activates human CHRM1 receptor | P11229 | CHO-K1 hM1, Fluo-8 calcium fluorescence, agonist mode; 0% DMSO, 100% acetylcholine EC100 | activation, % at 3 µM | 360,000 tested, 0.33% active;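 active means activation above the run's mean compound activation plus 3 SD, cut at about 16% in these data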;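 further: peak over basal fluorescence ratio within a 140 s kinetic read after compound addition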
TAAR1 agonist: agonists of human TAAR1; Q96RJ0; CHO RD-HGA16 TAAR1, Fluo-8 calcium fluorescence; vehicle wells 0%, saturating PEA agonist 100%; activation, % at 3 µM; 360,000 tested, 0.99% active; AID 624467;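 active means activation above the mean activation of all test compounds in the run plus 3 SD, cut at about 38% in these data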
Target sequence (Q96RJ0 whole entry, looked up): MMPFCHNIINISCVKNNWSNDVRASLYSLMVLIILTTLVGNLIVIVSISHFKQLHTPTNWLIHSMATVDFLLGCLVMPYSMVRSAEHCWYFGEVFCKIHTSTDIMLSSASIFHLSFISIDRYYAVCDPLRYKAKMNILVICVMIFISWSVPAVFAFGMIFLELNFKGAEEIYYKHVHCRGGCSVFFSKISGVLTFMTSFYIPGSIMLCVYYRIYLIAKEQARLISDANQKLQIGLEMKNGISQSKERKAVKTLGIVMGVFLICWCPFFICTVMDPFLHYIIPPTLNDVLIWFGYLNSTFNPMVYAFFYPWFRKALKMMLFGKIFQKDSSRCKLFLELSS
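test system = CHO RD-HGA16 cells carrying human TAAR1 plus Gα16 | schedule = 17-24 h seeding, 75 min 37 °C dye, 30 min RT | compound dosing = 3 µM single concentration | control set = DMSO and PEA EC100 | replicates = n 1 | signal = Fluo-8 fluorescence, 5 s baseline then 140 s kinetic read | measure = percent activation vs PEA EC100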
CHO-K1 Ca antag: nonselective inhibitor or artifact in parental CHO-K1 cells. 360,000 tested, 0.6% active. inhibition, % at 3 µM. ATP-induced calcium, Fluo-8 fluorescence;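 active means inhibition above a per-plate cutoff, the plate's mean sample inhibition plus 3 SD, cut at about 24% in these data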;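 further: 0% = DMSO plus EC80 ATP and 100% = DMSO alone without ATP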
CHO parental Ca: signal in parental CHO cells, OX1R antagonist counter-screen | inhibition, % at 5.6 µM | 330,000 tested, 0.63% active | AID 463079 | parental CHO-K1, ATP-induced calcium, Fluo-8 fluorescence;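 active means inhibition above that plate's mean sample inhibition plus 3 SD, cut at about 26% in these data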;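 further: 0% = ATP-challenged DMSO wells and 100% = DMSO wells without ATP; some compounds past the cut are filed as inactive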
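Test system: untransfected parental CHO cell line; also added: ATP stimulus; dosing: 5.6 µM, single dose; signal: calcium-sensitive Fluo-8 fluorescence; measure: percent inhibition of ATP-evoked calcium rise, normalized to controls; benchmarks: low control ATP plus DMSO, high control DMSO only; replication: one well per compound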
TAAR1 antag: antagonists of human TAAR1. Q96RJ0. CHO RD-HGA16 TAAR1, Fluo-8 calcium fluorescence, antagonist. inhibition, % at 3 µM. 360,000 tested, 1.5% active;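 active means inhibition above a per-plate cutoff, the mean inhibition of test compounds on that plate plus 3 SD, cut at about 49% in these data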;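 further: 0% = DMSO plus EC80 beta-PEA response and 100% = DMSO alone without agonist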
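Test system – hTAAR1-expressing CHO RD-HGA16 cells, Gα16-coupled · Also added – β-PEA at EC80 concentration, post-compound challenge · Compound – 3 µM, single point · Incubation – dye loading 75 min at 37 °C, then 30 min room temperature · Measured by – Fluo-8 intracellular calcium dye fluorescence, real-time kinetic reads · Benchmarks – vehicle and agonist controls · Replicates – singlicate, one well per test compound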
M1 ag parental: M1 agonist counterscreen hit in parental CHO-K1 cells; Fluo-8 calcium fluorescence; scaled to maximal ATP response, vehicle zero; activation, % at 3 µM; AID 602248; 360,000 tested, 0.48% active; in the data active means activation above about 15%;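 further: untransfected CHO-K1 host cells lacking M1 receptor as counterscreen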
An asterisk follows results filed as active; nt = no result given.

entry	compound	M1 PAM parental	CHO parental Ca	M1 PAM	TAAR1 agonist	CHO-K1 Ca antag	CHRM1 agonist	M1 ag parental	TAAR1 antag	CHRM1 antagonist
1	CN(C)S(=O)(=O)c1cccc(NC(=O)CCCc2nc3ccccc3c(=O)[nH]2)c1	14	-4	6	1	2	-7	1.3	4	-9
2	CCOc1ccccc1CN1CCC(Oc2ccc(C(=O)NCc3ccccn3)cc2)CC1	4	nt	-11	2	-14	-4	0.9	-20	17
3	CC(=O)Nc1ccc(CN2CCN(CC(C)C)C(CCO)C2)cc1 (stereo not given)	-3	-11	-6	2	-4	-9	0.1	-23	4
4	CC(OC(=O)CCc1ccccc1)C(=O)Nc1ncc(Cl)cc1Cl (stereo not given)	-10	-7	7	2	6	0	8.9	-15	-1
5	COc1ccc(N2C(=O)CC(NCc3ccc(F)cc3)C2=O)cc1 (stereo not given)	-1	-3	2	-1	-4	-2	-0.4	-21	0
6	C/C(Cn1nnc2ccccc21)=N\NC(=O)c1ccc(Br)cc1	-1	3	-4	1	8	-9	-0.2	4	1
7	Cc1cccnc1C(NC(=O)C1CCN(CCCOc2ccccc2)CC1)c1ccc(F)cc1 (stereo not given)	10	nt	-3	0	-8	-8	0.1	-8	-4
8	Cc1ccc(S(=O)(=O)NNC(=O)c2ccc(O)cc2)cc1	17	-7	2	2	-19	-5	1.6	16	-7
9	COc1ccc(NC(=O)O/N=C/c2c(C)nn(C(C)(C)C)c2C)cc1	9	-19	4	0	-1	-5	0.6	-7	-8
10	Cc1ccc(OCC(=O)N2CCN(C(=O)Cc3ccccc3)CC2)cc1	-8	-19	10	6	6	-2	0.3	-2	-12
11	CNC(=O)Cn1c(C)cc(=O)c2cccc(C)c21	-10	-5	4	3	5	-1	-0.2	-13	-14
12	Cc1ccc(-n2ncc3c(=O)n(CC(=O)NCc4ccco4)cnc32)cc1C	8	-10	9	3	-6	-2	1.1	-24	-16
13	Cc1cccc(-n2c(C)cc(/C=C3/C(=N)N4C(c5ccccc5)=CSC4=NC3=O)c2C)c1	-9	-9	0	1	10	-3	0.5	-21	0
14	CCN1CCN(CCn2c(=S)[nH]c3cc4c(cc3c2=O)OCO4)CC1	17	-7	-23	0	-12	-7	0.5	14	17
15	CCC(Oc1ccccc1)C(=O)Nc1ccc(-c2nnc(-c3ccco3)o2)cc1 (stereo not given)	23	-10	1	5	-8	-2	2.5	35	0
16	Cc1ccc(S(=O)(=O)N(C)C)cc1NC(=O)c1sccc1Cl	1	-11	0	0	0	-5	5.8	-7	3
17	Cc1cccc(CN2CCNC2=O)c1	3	-14	15	3	-27	-3	-0.4	6	-16
18	CCN1CCCC1CNS(=O)(=O)c1ccc(Cl)c(C(F)(F)F)c1 (stereo not given)	-2	-13	13	1	-12	-7	2.4	-3	-11
19	Nc1nonc1-n1nnc(C(=O)N/N=C/c2cccc(Cl)c2)c1CN1CCCC1	-10	-6	-2	7	-6	-2	0.2	-32	9
20	Cc1sc(=NC(=O)c2ccco2)n(C)c1-c1ccc(Cl)cc1	10	-26	2	-2	-21	-7	1.1	-8	-7

Reprinted: compounds 10 to 17
entry	compound	M1 PAM parental	CHO parental Ca	M1 PAM	TAAR1 agonist	CHO-K1 Ca antag	CHRM1 agonist	M1 ag parental	TAAR1 antag	CHRM1 antagonist
10	Cc1ccc(OCC(=O)N2CCN(C(=O)Cc3ccccc3)CC2)cc1	-8	-19	10	6	6	-2	0.3	-2	-12
11	CNC(=O)Cn1c(C)cc(=O)c2cccc(C)c21	-10	-5	4	3	5	-1	-0.2	-13	-14
12	Cc1ccc(-n2ncc3c(=O)n(CC(=O)NCc4ccco4)cnc32)cc1C	8	-10	9	3	-6	-2	1.1	-24	-16
13	Cc1cccc(-n2c(C)cc(/C=C3/C(=N)N4C(c5ccccc5)=CSC4=NC3=O)c2C)c1	-9	-9	0	1	10	-3	0.5	-21	0
14	CCN1CCN(CCn2c(=S)[nH]c3cc4c(cc3c2=O)OCO4)CC1	17	-7	-23	0	-12	-7	0.5	14	17
15	CCC(Oc1ccccc1)C(=O)Nc1ccc(-c2nnc(-c3ccco3)o2)cc1 (stereo not given)	23	-10	1	5	-8	-2	2.5	35	0
16	Cc1ccc(S(=O)(=O)N(C)C)cc1NC(=O)c1sccc1Cl	1	-11	0	0	0	-5	5.8	-7	3
17	Cc1cccc(CN2CCNC2=O)c1	3	-14	15	3	-27	-3	-0.4	6	-16

The list continues:
entry	compound	M1 PAM parental	CHO parental Ca	M1 PAM	TAAR1 agonist	CHO-K1 Ca antag	CHRM1 agonist	M1 ag parental	TAAR1 antag	CHRM1 antagonist
21	CC(C)[C@H](NC(=O)[C@@H]1Cc2ccccc2CN1C(=O)OC(C)(C)C)C(=O)NCC1CCCO1 (stereo not given in full)	4	-18	5	2	-23	-1	0.3	-21	-12
22	Cc1ccc([N+](=O)[O-])c(OCCN2CCc3ccccc3C2)c1	-8	-16	1	22	-4	-9	0.4	1	1
23	COCCCN1C(=O)C(=O)/C(=C(/O)c2ccc(OC(C)C)cc2)C1c1cccnc1 (stereo not given)	20	7	12	6	-14	-3	0.2	-20	-9
24	CN(CC(=O)Nc1ccc(F)cc1Cl)Cc1cccs1	1	-7	7	0	-5	-5	-0.2	3	-6
25	CCN(CC(=O)Nc1ccc(NC(C)=O)cc1)C(=O)C1CC(=O)N(CCc2ccc(OC)c(OC)c2)C1 (stereo not given)	6	-6	10	0	8	-3	1.2	1	-13
26	COc1ccc(NC(=O)COC(=O)C2CCN(C(=O)c3ccc(Cl)cc3)CC2)c([N+](=O)[O-])c1	8	-18	3	0	-16	-2	4.0	-3	-10
27	c1ccc(Cc2nn[nH]n2)cc1	5	2	0	8	-5	-2	0.5	-8	-3
28	COc1ccc(C(=O)COC(=O)COc2cc(C)cc(C)c2)cc1	3	-4	11	-2	-6	-3	0.9	-26	-12
29	CCOC(=O)C1=C(C)N=c2s/c(=C/c3ccc(OCC(=O)O)c(OC)c3)c(=O)n2C1c1ccc(Cl)cc1 (stereo not given)	-6	-14	4	7	-5	-2	0.4	-12	-3
30	COc1ccc(Nc2nc3cc(C)ccc3cc2C#N)c(OC)c1	13	-10	8	0	13	-7	12	2	-4
31	CC(=O)Nc1cnc(-c2ccccc2C(F)(F)F)cn1	10	nt	4	0	-6	-3	0.4	-15	-8
32	O=C(/C=C/c1cn(-c2ccccc2)nc1-c1cccnc1)N1CCCCC1	19	-15	5	5	-13	-4	1.9	10	3
33	Cn1nnnc1Sc1ncnc2scc(-c3ccc([N+](=O)[O-])cc3)c12	-21	-8	-2	4	3	-12	0.1	22	11
34	COC(=O)c1ccccc1NC(=O)CN1C(=O)c2ccccc2S1(=O)=O	3	-19	-5	17	-4	-4	-0.1	-12	8
35	CC1(Oc2ccc(Cl)cc2)CCN(Cc2ccc(OC(F)(F)F)cc2)C1 (stereo not given)	16	nt	0	0	-14	-7	1.0	-14	-8
36	CCn1cc(C(=O)NCc2ccco2)c(=O)c2cc(S(=O)(=O)N3CCCCCC3)ccc21	23	-8	3	4	-2	-6	1.5	4	-5
37	CC1Cc2ccccc2N1S(=O)(=O)c1cccc(C(=O)NCCCn2ccnc2)c1 (stereo not given)	14	-3	6	1	-7	-4	2.6	-14	-11
38	O=C(COC(=O)CNC(=O)C1CCCCC1)Nc1ccccc1	11	-7	19	13	-3	-1	0.1	-18	-10
39	CSc1ccc(CN2CCCC(CNC(=O)c3ccc(F)cc3)C2)cc1 (stereo not given)	7	-18	-7	2	-15	-8	0.2	-24	10
40	Cc1cnc(C(=O)N2CCN(S(=O)(=O)c3cccc(Br)c3)CC2)cn1	4	-9	8	1	-11	-5	0.3	8	-22
41	COc1cc2c(=O)n(CCCC(=O)NCC3CCCO3)c(=O)n(CC(=O)c3ccc(F)cc3)c2cc1OC (stereo not given)	15	-11	7	1	-10	-4	1.3	0	-9
42	Cc1ccc(NC(=O)CSc2ccc3nnc(CCNC(=O)c4ccccc4)n3n2)c(C)c1	17	-19	3	1	-8	-10	0.4	-7	-10
43	Cc1ccc(Nc2nc(N)nc(CN3CCN(Cc4ccc5c(c4)OCO5)CC3)n2)cc1C	21	nt	12	2	-15	-4	1.6	-20	-10
44	CCCn1c(=O)c(C(=O)NNC(=O)c2ccccc2[N+](=O)[O-])c(O)c2ccccc21	11	-13	6	1	-1	-2	0.4	-26	-12
45	Cc1ccc2c(c1C)C(=O)C(=O)N2	10	nt	5	4	-7	-3	0.3	-13	5
46	OCCC1CN(Cc2ccccc2-c2ccco2)CCN1Cc1ccsc1 (stereo not given)	20	-33	-7	2	-9	-3	0.7	-16	19
47	O=C1CCC(C(=O)NCc2ccc3c(c2)OCO3)N1 (stereo not given)	6	1	9	6	-8	-4	0.1	-5	-7
48	Cc1ccc(NC(=O)CSc2nnc(Cn3c(=O)sc4ccccc43)n2C)cc1Cl	14	-2	4	0	-4	-4	0.3	-11	-15
49	COc1cc2c(cc1OC)-c1cc(Nc3cccc(C)c3)nc(=O)n1CC2	4	-19	1	7	0	-4	7.9	-3	3
